MPTP block: inhibitors of mitochondrial permeability transition pore; isolated mouse mitochondria, Ca2+ swelling absorbance, 30 min; inhibition, % at 10 µM; hit rate 1.4% among 360,000;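 active means inhibition of 50% or more, scaled per plate between neutral and stimulator controls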;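 further: 0% = DMSO wells given calcium and 100% = 1 mM EGTA wells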
ATG4B inh: blocks human ATG4B protease cleavage of LC3 substrate; ATG4B cleavage of LC3-PLA2, NBD-HPC fluorescence, 1 h; inhibition, % at 8.33 µM; hit rate 0.51% among 340,000; in the data active means inhibition above about 40%
Target sequence (Q9Y4P1 whole entry, looked up): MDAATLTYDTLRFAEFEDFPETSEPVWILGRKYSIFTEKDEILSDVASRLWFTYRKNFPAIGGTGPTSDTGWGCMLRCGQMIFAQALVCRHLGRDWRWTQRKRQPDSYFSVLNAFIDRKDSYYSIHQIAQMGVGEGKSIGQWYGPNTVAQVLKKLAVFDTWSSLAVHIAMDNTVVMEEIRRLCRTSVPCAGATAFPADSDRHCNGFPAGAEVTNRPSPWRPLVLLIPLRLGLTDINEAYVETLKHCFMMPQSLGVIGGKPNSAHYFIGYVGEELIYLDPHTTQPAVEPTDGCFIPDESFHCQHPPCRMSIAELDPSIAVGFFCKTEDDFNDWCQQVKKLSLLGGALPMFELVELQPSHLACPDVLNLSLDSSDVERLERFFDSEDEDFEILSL
mIAP inh: blocks mouse intestinal alkaline phosphatase; purified mouse IAP, CDP-Star luminescence, 30 min; inhibition, % at 10 µM; hit rate 0.2% among 330,000;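 active means inhibition of at least 40% at 10 µM in the primary screen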;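 further: plate controls were DMSO with enzyme for no effect and no enzyme wells for full effect; values of inactives mirror those of a sister screen read the other way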
APOBEC3G inh: inhibitors of human APOBEC3G DNA deaminase | Q9HC16 | recombinant A3G, ssDNA deamination FAM/TAMRA fluorescence | inhibition, % at 20 µM | hit rate 0.28% among 330,000;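 active means inhibition of at least 40% at 20 µM, with no more than 30% in the related APOBEC3A deaminase screen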;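 further: plate controls were DMSO wells with A3G for no effect and wells lacking A3G enzyme for full effect; some compounds called inactive have numbers as strong as hits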
Target sequence (Q9HC16 whole entry, looked up): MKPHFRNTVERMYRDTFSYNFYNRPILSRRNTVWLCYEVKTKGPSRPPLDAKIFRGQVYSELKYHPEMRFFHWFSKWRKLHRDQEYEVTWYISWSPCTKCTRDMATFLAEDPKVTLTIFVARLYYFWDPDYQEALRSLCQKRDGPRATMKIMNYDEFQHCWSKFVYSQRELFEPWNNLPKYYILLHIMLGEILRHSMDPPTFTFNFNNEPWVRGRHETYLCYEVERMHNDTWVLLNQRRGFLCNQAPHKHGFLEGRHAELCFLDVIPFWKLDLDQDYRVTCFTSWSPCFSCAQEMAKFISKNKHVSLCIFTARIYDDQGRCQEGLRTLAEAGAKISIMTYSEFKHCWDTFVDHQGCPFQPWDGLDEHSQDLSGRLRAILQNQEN
hIAP inh: human IAP inhibition; hit rate 0.12% among 330,000; purified IAP, CDP-Star luminescence, 30 min; inhibition, % at 10 µM; P09923;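 active means inhibition reaching a set limit with compound at 10 µM in the primary screen, cut at about 35% in these data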;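 further: plate controls were DMSO wells with enzyme for no effect and no-enzyme buffer wells for full effect; values of inactives mirror those of a sister screen read the other way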
hIAP act: human IAP activation | P09923 | purified human IAP, CDP-Star luminescence, 30 min; active compounds read high; 1 = vehicle-only enzyme, 0 = enzyme-free background | activation factor at 10 µM | hit rate 0.16% among 330,000 | AID 2524;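 active means activation factor of the enzyme at least 2-fold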; further: the source names both 10 and 20 µM as test concentration; values of inactives mirror those of a sister screen read the other way
mIAP act: increases mouse intestinal alkaline phosphatase activity; muIAP, CDP-Star luminescence, 30 min; active compounds read high; 1 = vehicle-only enzyme signal, 0 = enzyme-free wells; activation factor at 10 µM; hit rate 0.24% among 330,000;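 active means activation factor of at least 2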; further: the source names both 10 and 20 µM as test concentration; values of inactives mirror those of a sister screen read the other way
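Assay system: mouse IAP enzyme; reagent: chemiluminescent substrate CDP-Star; dosing: test compounds delivered from DMSO solution; schedule: 30 min at room temperature; measured by: luminescence from enzymatic CDP-Star hydrolysis; controls: DMSO-only wells and no-enzyme negative control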
beta cell repl: induces beta-cell replication in MIN6 cells. MIN6 cells proliferation, ATPlite luminescence, 48 h; cells starved in 0.2% serum; 100% = growth in 10% serum. proliferation, % at 10 µM. hit rate 0.29% among 330,000. AID 2380;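 active means compounds whose signal lies at least 3.5 SD above the mean of all wells on their plate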;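 further: 0% = DMSO-treated cells in low-serum medium and 100% = 10% serum control; some compounds called inactive have numbers as strong as hits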
A3A deaminase: blocks human APOBEC3A ssDNA deamination; hit rate 0.41% among 330,000; AID 493011; recombinant A3A, FAM/TAMRA ssDNA deamination fluorescence; inhibition, % at 20 µM; P31941;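 active means at least 40% inhibition at 20 µM here, with at most 30% in a related deaminase screen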;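 further: plate controls were A3A with DMSO for no effect and wells lacking A3A enzyme for full effect; some results filed as inactive read as strong as hits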
Target sequence (P31941 whole entry, looked up): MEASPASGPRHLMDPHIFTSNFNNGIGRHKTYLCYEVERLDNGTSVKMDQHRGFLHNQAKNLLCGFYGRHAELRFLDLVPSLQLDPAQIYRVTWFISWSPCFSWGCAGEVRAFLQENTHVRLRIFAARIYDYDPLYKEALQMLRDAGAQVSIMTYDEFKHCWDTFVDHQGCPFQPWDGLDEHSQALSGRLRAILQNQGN
* marks the source's active call; other numbers are inactive results; . = no result given.

SMILES	MPTP block	ATG4B inh	mIAP inh	APOBEC3G inh	hIAP inh	hIAP act	mIAP act	beta cell repl	A3A deaminase
CC(OC(=O)C1CCC(=O)N1)C(=O)Nc1cc(Cl)cc(Cl)c1 (configuration not stated)	2.1	-4.5	-0.2	-9.1	-3.3	1.03	1	-2.1	-2.0
CCN(C(=O)COC(=O)CC1CCCCC1)c1c(N)n(Cc2ccccc2)c(=O)[nH]c1=O	-0.7	-51.6	-5.8	-7.4	-3.4	1.03	1.06	2.6	-2.3
CCOc1ccc(-n2c(Cc3cc(=O)[nH]c(=O)[nH]3)nnc2SCC(N)=O)cc1	-1.5	0.6	2.7	-1.1	8.3	0.917	0.973	-1.8	2.9
COc1cc(C(=O)NCCC(=O)NC2CCCCCCC2)cc(OC)c1OC	0.9	3.8	-12.4	0.2	-5.3	1.05	1.12	1.1	3.0
CC(=O)c1cccc(OCc2cc(C(=O)N3CCC(N4CCCCC4)CC3)no2)c1	0.8	-5.5	-1.7	-6.6	-21.0	1.21	1.02	1.2	-6.3
CC(=O)Nc1ccc(NC(=O)C23CC4CC(C2)CC(n2cnc(Br)n2)(C4)C3)cc1	-0.3	-3.5	-0.5	-4.7	7.2	0.928	1	3.6	-2.9
CN(/N=C/c1ccccc1Cl)c1ncc(Cl)cc1C(F)(F)F	-0.6	-0.6	7.4	-7.3	1.6	0.984	0.926	-4.1	-1.4
N#Cc1ccc(OCC(=O)Nc2ccc(S(=O)(=O)N3CCOCC3)cc2)cc1	-0.8	-2.4	3.9	-0.4	10.1	0.899	0.961	-0.8	3.2
CC(=C/C(=O)O)/C(=C/c1ccccc1)C(=O)O	-1.3	-0.7	-2.0	-10.7	10.5	0.895	1.02	3.8	-4.8
COc1cc(CC(=O)OCC(=O)Nc2ccc3c(c2)OCO3)cc(OC)c1OC	-2.4	-25.3	-3.6	-5.9	-3.7	1.04	1.04	-0.9	-0.4
Cc1nn(C(C)c2n[nH]c(=S)n2-c2ccc(F)cc2)c(C)c1[N+](=O)[O-] (configuration not stated)	0.3	-0.4	4.6	28.6	4.4	0.956	0.954	4.6	4.1
CCOc1cccc(CNn2cnnc2)c1OCc1ccccc1	0.7	21.3	3.0	0.0	13.8	0.862	0.97	0.8	3.1
CCn1c(/C=C/c2cc[n+](C)cc2)nc2ccccc21	0.8	0.2	5.0	11.5	-20.2	1.2	0.95	-2.1	52.6*
Cc1cccc(CSc2ccc(-c3ccco3)nn2)c1	0.9	10.1	5.4	-3.7	24.5	0.755	0.946	0.0	-2.0
O=C(c1cccc(C(F)(F)F)c1)N1CCC(=O)N(C(CO)Cc2ccccc2)CC1 (configuration not stated)	-0.4	0.1	0.9	-8.4	19.8	0.802	0.991	-1.3	0.8
CCC(=O)N1CCN(c2ccc(NC(=O)c3ccco3)cc2Cl)CC1	-1.7	0.2	-2.8	-2.0	-7.6	1.08	1.03	-3.0	3.5
O=C(CSc1nnc(CNC(=O)c2c(F)cccc2F)o1)c1ccccc1	0.2	3.2	-7.6	-9.9	-28.8	1.29	1.08	-1.4	-3.4
Oc1ccc(N=Nc2ccccc2C(F)(F)F)c2cccnc12	8.2	0.1	14.3	7.8	21.0	0.79	0.857	-4.7	6.1
COc1ccc(-c2nc3c(s2)CCc2onc(-c4ccc(OC)cc4)c2-3)cc1	0.9	-5.8	7.8	6.1	-6.2	1.06	0.922	-4.6	0.1
CC(=O)Nc1cn(C(C)=O)c(C)n1	.	.	9.5	-6.2	0.3	0.997	0.905	-3.1	-2.6
O=C(NCc1ccccc1)C(c1ccccc1)N(Cc1cccs1)C(=O)c1cnccn1 (configuration not stated)	2.1	0.4	-3.3	-1.6	-8.3	1.08	1.03	2.1	1.3
Cc1ccc(/C(O)=C2\C(=O)C(=O)N(CC(C)O)C2c2ccc(N(C)C)cc2)cc1 (configuration not stated)	-2.3	-1.9	0.3	-3.5	-13.0	1.13	0.997	-0.2	-19.5
CCC(=O)Nc1ccc(-c2nn3c(C)nnc3s2)cc1C	0.0	-2.0	4.5	0.3	-2.9	1.03	0.955	-2.1	-0.1
CC1CCCCN1S(=O)(=O)c1ccc2c(c1)CCN2C(=O)CCC(=O)O (configuration not stated)	-1.4	-2.7	-11.6	-7.0	-5.3	1.05	1.12	-2.9	-4.7
Brc1cccc(-c2nnc3n2CCCCC3)c1	-6.5	-3.0	-0.6	-2.0	-5.6	1.06	1.01	-1.5	-1.5
SMILES	MPTP block	ATG4B inh	mIAP inh	APOBEC3G inh	hIAP inh	hIAP act	mIAP act	beta cell repl	A3A deaminase
COC(=O)c1cc(=O)n(CCc2ccc(OC)c(OC)c2)c(=Nc2ccc(F)c(Cl)c2)s1	-0.5	-11.8	16.1	-8.8	19.5	0.805	0.839	-6.7	-5.9
CON(C)C(=O)CCN(C(=O)OC(C)(C)C)c1ccccc1	-1.2	-5.0	1.4	-1.5	-14.5	1.15	0.986	-3.3	1.8
O=C(COc1ccc([N+](=O)[O-])cc1)N/N=C/c1cc([N+](=O)[O-])ccc1N1CCOCC1	0.2	-6.7	11.2	-5.1	4.9	0.951	0.888	0.0	-0.3
O=C(Nc1ccc2c(c1)OCO2)C1CC(c2ccc(F)cc2)=NO1 (configuration not stated)	-0.8	-4.5	8.4	-2.7	-1.8	1.02	0.916	-2.7	-2.4
COc1ccc(-n2nc(C)cc2N)cc1	-0.3	-1.5	6.0	-6.6	-2.9	1.03	0.94	-1.3	-2.4
Cn1nccc1C(=O)N/N=C/c1cccnc1	1.8	4.1	4.9	-6.0	-11.4	1.11	0.951	-0.1	0.8
CCOC(=O)c1c(C)[nH]c(C(=O)CSc2nnc(CC(C)c3ccccc3)o2)c1C (configuration not stated)	11.9	1.0	3.2	-4.3	-16.0	1.16	0.968	-1.9	-3.3
COc1ccc(Br)cc1/C=N/NC(=O)c1cc(Br)ccc1O	.	.	13.9	-5.6	18.0	0.819	0.861	-4.8	3.4
CCCc1nc(N)nc2c1C(=O)CC(C)(C)C2	-2.5	-0.1	2.8	-6.2	-15.5	1.16	0.972	-1.4	-1.5
Cn1c(CN2CCCC2)nc2cc(NS(=O)(=O)c3ccc(Cl)cc3)ccc21	-6.5	12.4	0.8	-7.1	-6.5	1.06	0.992	2.2	4.2
COc1cnc(SCc2ccc(Cl)cc2)nc1Cl	3.4	14.8	3.1	-2.6	0.3	0.997	0.969	-2.7	-0.6
CCc1ccc(C(C)NC(=O)c2ccncc2)cc1 (configuration not stated)	0.5	-2.0	-7.4	2.8	10.3	0.897	1.07	-1.4	-3.0
CN(C)c1cc(-c2ccccc2)nc(N)n1	-1.3	-3.3	-13.2	-8.4	-19.3	1.19	1.13	-1.5	3.9
O=c1c2ccccc2[nH]c(=S)n1CCN1CCCCC1	0.6	4.4	-6.7	-5.9	-18.4	1.18	1.07	0.4	-5.7
O=C1CN(C(=O)C2CCC(=O)N(CCc3ccc(Cl)cc3)C2)CCN1 (configuration not stated)	-1.3	2.9	5.1	-3.9	7.9	0.921	0.949	1.2	-2.3
Cc1ccc(CNC(=O)[C@H](C)NC(=O)C2CCN(C(=O)[C@@H]3CCCN3C(=O)OC(C)(C)C)CC2)cc1	-0.2	-25.4	-13.3	-6.2	7.0	0.93	1.13	-1.3	-5.3
COc1ccc(C2/C(=C(\O)c3cccc(OC)c3)C(=O)C(=O)N2c2ccccn2)cc1 (configuration not stated)	16.5	-2.9	16.9	-8.4	-30.0	1.3	0.831	-0.4	-4.9
Cc1ccn2c(-c3n[nH]c(=S)n3Cc3ccccc3)c(C)nc2c1	-0.1	0.7	14.1	12.1	-14.0	1.14	0.859	0.0	-5.0
CCOc1ccc(C(C)=O)cc1CN1c2ccc(S(N)(=O)=O)cc2CC1C (configuration not stated)	-1.0	-5.1	3.6	13.7	2.6	0.974	0.964	-1.2	-1.5
O=C(O)c1cc(/C=C/c2ccc(N3CCOCC3)c([N+](=O)[O-])c2)nc2ccccc12	1.1	-9.6	-2.4	-1.5	1.7	0.983	1.02	-5.2	-2.8
O=C(N/C(=C\c1ccc(-c2ccccc2)o1)C(=O)N1CCOCC1)c1ccccc1	1.0	-6.8	4.8	-6.9	-9.2	1.09	0.952	0.3	0.1
Cc1ccc(CN(C)CC(=O)NC(C)c2ccccc2)cc1 (configuration not stated)	0.1	0.6	-8.6	-5.8	3.8	0.962	1.09	-1.4	-2.5
O=C(NCCSc1c[nH]c2ccccc12)c1ccc2c(c1)OCO2	0.8	-6.6	-7.0	0.1	12.9	0.871	1.07	-0.7	-1.6
O=C(Cn1nnc(-c2cccc(C(F)(F)F)c2)n1)NC(=O)NCc1ccco1	-0.6	-0.8	-1.3	-5.4	-7.5	1.07	1.01	0.2	-4.0
CCn1c2ccccc2c2nnc(SCCN3CCCCC3)nc21	-0.3	1.5	5.3	-5.9	24.3	0.757	0.947	2.4	2.7

Filtered by structure, those above with a COOH group
SMILES	MPTP block	ATG4B inh	mIAP inh	APOBEC3G inh	hIAP inh	hIAP act	mIAP act	beta cell repl	A3A deaminase
CC(=C/C(=O)O)/C(=C/c1ccccc1)C(=O)O	-1.3	-0.7	-2.0	-10.7	10.5	0.895	1.02	3.8	-4.8
CC1CCCCN1S(=O)(=O)c1ccc2c(c1)CCN2C(=O)CCC(=O)O (configuration not stated)	-1.4	-2.7	-11.6	-7.0	-5.3	1.05	1.12	-2.9	-4.7
O=C(O)c1cc(/C=C/c2ccc(N3CCOCC3)c([N+](=O)[O-])c2)nc2ccccc12	1.1	-9.6	-2.4	-1.5	1.7	0.983	1.02	-5.2	-2.8

Following part.
SMILES	MPTP block	ATG4B inh	mIAP inh	APOBEC3G inh	hIAP inh	hIAP act	mIAP act	beta cell repl	A3A deaminase
COc1ccc(-c2noc(-c3ccc(Br)o3)n2)cc1	-0.3	-3.7	-6.9	-4.9	-2.7	1.03	1.07	2.4	-1.9
Fc1cccc(Cl)c1CSc1ccc2nnc(-c3ccccn3)n2n1	0.1	-0.6	8.1	-1.1	1.2	0.988	0.919	-4.1	2.0
COc1ccc(-c2nc(CN3CCN(C(=O)c4ccco4)CC3)c(C)o2)c(F)c1	-0.1	22.6	5.9	-5.9	-21.0	1.21	0.941	0.9	-4.0
COC(=O)c1ccccc1NC(=O)c1cccc(NC(=O)C(C)C)c1	3.0	-4.2	3.8	-6.5	-23.8	1.24	0.962	7.4	-0.5
CCOC(CCNC(=O)c1cn(-c2cccc(C)n2)cn1)OCC	-1.6	1.7	4.4	-5.6	-41.7	1.42	0.956	-0.5	-1.8
Cc1ccc(C(=O)C2=C(O)C(=O)N(Cc3cccnc3)C2c2ccc(Cl)cc2)o1 (configuration not stated)	-0.3	-6.0	1.1	-4.0	0.8	0.992	0.989	0.0	-2.3
CCOC(=O)C1=C(C)N=C2c3ccccc3C(=O)C2C1c1ccc(Cl)cc1 (configuration not stated)	66.1*	26.1	4.7	-6.8	30.0	0.7	0.953	-3.7	-3.5
CN(C(=O)CSc1ncccc1C(=O)O)c1ccccc1	-3.7	-3.0	-1.3	-8.4	36.0*	0.64	1.01	-2.2	-2.7
O=C1c2ccccc2C(=O)N1CCc1nc(-c2ccc(Cl)cc2)no1	1.6	9.9	-9.4	-0.4	-5.9	1.06	1.09	1.4	1.7
Cc1ccc([N+](=O)[O-])c(OCC(O)CNC(C)(C)C)c1 (configuration not stated)	1.8	-3.0	-10.3	-7.8	1.3	0.987	1.1	-2.8	-2.4
COc1ccccc1C(=O)N/N=C(\C)CC(=O)Nc1ccccc1NC(C)=O	-0.8	5.6	2.4	-5.4	16.1	0.839	0.976	-2.7	-1.7
COC(=O)c1cc(C(=O)OC)cc(S(=O)(=O)Nc2ccc(Cl)c(N)c2)c1	0.0	-4.9	-0.8	-5.3	-16.1	1.16	1.01	4.6	-2.1

Rows were taken by chance; overall some 3.3% were active at least once.
